Screening results deposited in PubChem by several laboratories.
Avidin bead fluor: avidin bead compound fluorescence profile; AID 1775; hit rate 0.38% among 220,000; Avidin beads, compound fluorescence 488/530 nm, flow cytometry; hits give high values; fluorescence (KMESF) at 10 µM; in the data active means fluorescence above about 47; further: inactives centre near 10
Pf gamet viab: kills late stage P. falciparum gametocytes. P. falciparum stage V gametocytes, ATP luminescence, 24 h. inhibition, % at 10.9 µM. AID 743093. hit rate 0.065% among 150,000;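 active means inhibition above the mean plus 3 SD of compounds within the control limits, set per campaign, cut at about 38% in these data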;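 further: 0% = DMSO wells and 100% = medium only without gametocytes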
GSH fluor: GSH bead compound fluorescence profile | GSH beads flow cytometry, compound fluorescence 488/530 nm; hits give high values | fluorescence (KMESF) at 10 µM | hit rate 0.25% among 190,000 | AID 1776; in the data active means fluorescence above about 89;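 further: glutathione beads carrying GST-tagged Bcl family fusion proteins plus one bare bead set; values are compound well signal with DMSO vehicle wells as background; inactives centre near 16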
Mcl1-Bid inh: Mcl-1/Bid interaction inhibition; Q07820; TR-FRET Mcl-1/Bid-Dy647 peptide binding, 1536-well; inhibition, % at 21.7 µM; hit rate 0.97% among 220,000; AID 1021;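 active means compounds that cut the binding signal by more than half at the single screening dose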;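 further: His-tagged Mcl-1 with europium anti-His antibody binding Bid BH3 peptide; 0% = Mcl-1 plus peptide wells and 100% = peptide-only wells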
RGS8-Gao reg: regulators of human RGS8-Galphao interaction; P09471; multiplexed bead flow cytometry, RGS8-Galphao binding; actives lie on both sides; response (percent of control binding), % at 10 µM; hit rate 0.34% among 220,000; AID 1423; in the data active means response below about 60% or above about 140%; inactive means in between;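 further: Galphao activated as the GDP aluminium fluoride complex binding bead-coupled RGS8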
Mcl1-Noxa inh: Mcl-1/Noxa interaction inhibition; Q07820; TR-FRET Mcl-1/Noxa peptide binding, 2 h; inhibition, % at 21.7 µM; hit rate 1.5% among 220,000; AID 1022;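 active means compounds that cut the protein-peptide binding signal by more than 50% relative to plate controls in a single-dose test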;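 further: His-tagged Mcl-1 with rhodamine Noxa BH3 peptide and terbium anti-His antibody; 0% = Mcl-1 plus Noxa peptide wells and 100% = peptide-only wells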
ABCG2 block: inhibitors of human ABCG2 transporter, ABCB1 counter-screen | Q9UNQ0 | IgMXP3 cells, JC-1 efflux, flow cytometry | inhibition, % at 6.6 µM | hit rate 0.1% among 190,000 | AID 1325;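 active means inhibition above 80%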;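 further: 0% = DMSO and 100% = nicardipine control wells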
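test system = two drug-resistant human cell lines, ABCG2 and ABCB1 | amount = 3 million cells/mL final, two lines in 1:1 ratio | reagent = JC-1 transporter substrate | doses = one concentration, 6.6 µM final | incubation = 10 min at 25 °C | signal = flow cytometric JC-1 green MFI at 530 nm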
Bim-Mcl-1: human Bim-Mcl-1 interaction inhibition | AID 1009 | Q07820 | Bead-based flow cytometry, Bim peptide-Mcl-1 binding | hit rate 0.1% among 190,000 | inhibition, % at 10 µM; in the data active means inhibition above about 40%;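 further: 0% = no compound tracer wells and 100% = peptide blocker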
RGS4-Gao reg: modulates binding of RGS4 to human Galphao | Multiplexed bead flow cytometry; actives lie on both sides | P09471 | AID 1415 | hit rate 0.33% among 220,000 | binding response (% of control), % at 10 µM; in the data active means binding response below about 49% or above about 150%; inactive means in between;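 further: fluorescent Galphao activated with aluminum fluoride binding bead-coupled RGS4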
RGS7-Gao reg: human RGS7-Galphao interaction regulation; P09471; Multiplexed bead flow cytometry, RGS7-Galphao binding; actives lie on both sides; binding response (% of control), % at 10 µM; hit rate 0.35% among 220,000; AID 1439; in the data active means binding response below about 49% or above about 150%; inconclusive means no clear call, values can overlap the other calls; inactive means in between;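 further: fluorescent Galphao held in activated GDP-AlF4 state binding bead-coupled RGS7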
ABCB1 block: human ABCB1 inhibition, ABCG2 as counter-screen. P08183. CCRF-Adr cells, JC-1 efflux, flow cytometry. inhibition, % at 6.6 µM. hit rate 0.067% among 190,000. AID 1326; in the data active means inhibition above about 40%;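 further: 0% = vehicle and 100% = reference inhibitor; higher value means more JC-1 retained so stronger ABCB1 efflux block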
Target sequence (P08183 whole entry, looked up): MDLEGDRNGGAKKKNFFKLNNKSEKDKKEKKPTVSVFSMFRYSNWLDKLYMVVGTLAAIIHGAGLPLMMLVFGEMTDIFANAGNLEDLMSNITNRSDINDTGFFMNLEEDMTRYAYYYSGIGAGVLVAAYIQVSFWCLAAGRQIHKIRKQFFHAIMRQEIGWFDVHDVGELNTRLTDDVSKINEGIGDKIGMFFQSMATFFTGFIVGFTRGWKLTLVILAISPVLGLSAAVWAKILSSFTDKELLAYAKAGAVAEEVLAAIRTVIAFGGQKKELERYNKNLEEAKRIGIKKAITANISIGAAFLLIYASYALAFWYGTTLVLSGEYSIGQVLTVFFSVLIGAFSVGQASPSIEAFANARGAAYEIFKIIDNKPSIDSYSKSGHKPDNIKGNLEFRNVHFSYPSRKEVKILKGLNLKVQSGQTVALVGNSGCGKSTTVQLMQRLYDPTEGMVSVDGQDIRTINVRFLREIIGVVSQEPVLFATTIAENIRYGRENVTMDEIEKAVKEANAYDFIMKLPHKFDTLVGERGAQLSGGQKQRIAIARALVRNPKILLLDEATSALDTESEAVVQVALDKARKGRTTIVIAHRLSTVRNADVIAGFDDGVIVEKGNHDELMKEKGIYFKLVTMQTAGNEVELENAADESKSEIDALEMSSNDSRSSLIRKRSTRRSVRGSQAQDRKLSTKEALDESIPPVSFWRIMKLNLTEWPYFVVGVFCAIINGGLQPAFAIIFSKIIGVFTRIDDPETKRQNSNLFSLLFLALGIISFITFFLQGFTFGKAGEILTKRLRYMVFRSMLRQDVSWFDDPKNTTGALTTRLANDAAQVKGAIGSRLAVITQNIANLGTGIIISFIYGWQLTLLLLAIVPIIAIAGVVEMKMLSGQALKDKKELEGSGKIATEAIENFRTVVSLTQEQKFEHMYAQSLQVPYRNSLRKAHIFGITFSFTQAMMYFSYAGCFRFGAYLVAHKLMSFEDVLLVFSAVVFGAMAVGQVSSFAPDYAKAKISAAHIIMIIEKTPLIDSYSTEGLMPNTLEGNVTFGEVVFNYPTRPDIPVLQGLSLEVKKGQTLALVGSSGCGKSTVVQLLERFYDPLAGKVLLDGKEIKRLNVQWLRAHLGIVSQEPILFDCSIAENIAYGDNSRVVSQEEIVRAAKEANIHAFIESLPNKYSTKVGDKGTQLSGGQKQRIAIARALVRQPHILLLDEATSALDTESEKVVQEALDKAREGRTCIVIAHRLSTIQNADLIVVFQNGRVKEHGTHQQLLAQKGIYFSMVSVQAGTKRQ
* = called active by the depositor; ? = inconclusive; / = not tested or not shown; [ ] = remark or other dose. These rows are one share of the data; rates above refer to the full screens.

smiles | Avidin bead fluor | Pf gamet viab | GSH fluor | Mcl1-Bid inh | RGS8-Gao reg | Mcl1-Noxa inh | ABCG2 block | Bim-Mcl-1 | RGS4-Gao reg | RGS7-Gao reg | ABCB1 block
O=C1NC(=O)N(c2cccc(Cl)c2)C(=O)/C1=C\c1ccc(Sc2nc3ccccc3[nH]2)o1 | 5 | -34 | 9 | -6 | 94 | 52* | -8 | -1 | 97 | 92 | -1.0
O=C(CF)NC(Nc1cccc2cccnc12)C(Cl)(Cl)Cl (stereo unspecified) | 6 | / | 18 | -35 | 98 | -12 | 1 | -1 | 95 | 95 | 0.2
CC1CCN(S(=O)(=O)c2ccc(NN=C(C#N)C#N)cc2)CC1 | 15 | / | 28 | -25 | 98 | 28 | 5 | -1 | 102 | 102 | -0.3
Nc1ccc(Cl)cc1C(=O)c1ccccc1 | 10 | 3 | 14 | -1 | 100 | -1 | 2 | -6 | 97 | 97 | 0.1
O=c1[nH]c(=S)n(Cc2ccc(F)cc2)c(O)c1C=NCc1cccnc1 | 37 | -7 | 15 | -3 | 105 | -7 | 2 | -2 | 102 | 103 | 0.6
COc1cccc(N=Cc2c(O)n(Cc3ccco3)c(=O)[nH]c2=O)c1 | 6 | -6 | 14 | -21 | 101 | 0 | 24 | -1 | 104 | 101 | -1.9
CCCCn1c(O)c(C(C)=NCCN2CCOCC2)c(=O)[nH]c1=O | 8 | 0 | 30 | -3 | 97 | -1 | 3 | 0 | 100 | 97 | 0.7
CCC(=NCc1ccco1)c1c(O)n(-c2ccccc2C)c(=O)[nH]c1=O | 12 | -13 | / | -16 | 102 | 4 | / | / | 105 | ? | /
CCOP(=O)(OCC)C(NC(=O)C(C)C)C(Cl)(Cl)Cl (stereo unspecified) | 32 | / | 14 | -31 | 104 | -6 | 1 | -2 | 105 | 102 | 0.7
CC(C(=O)Nc1ccc(Br)cc1C(=O)c1ccccc1)N1CCOCC1 (stereo unspecified) | 5 | / | 62 | 5 | 100 | 2 | 4 | -7 | 108 | 100 | 1.9
CCC(C)c1ccc(N2C(=O)NC(=O)/C(=C/c3cccn3CCOc3ccc(C)cc3)C2=O)cc1 (stereo unspecified) | 11 | -7 | 12 | 12 | 97 | 9 | -1 | -1 | 94 | 93 | -0.1
O=C(COc1ccccc1)Nc1ccc(Cl)cc1C(=O)c1ccccc1 | 17 | 7 | 15 | -3 | 100 | 10 | 10 | -6 | 107 | 100 | 1.3
Nc1c(C(=O)NCCN2CCOCC2)c2nc3ccccc3nc2n1Cc1ccco1 | 5 | / | 19 | -9 | 95 | 76* | 1 | 3 | 101 | 95 | 0.6
O=Cc1cn(Cc2cccc(F)c2)c2ccccc12 | 12 | 9 | 9 | 1 | 104 | -3 | 8 | -3 | 104 | 101 | 0.5
Oc1c(Br)cc(Br)cc1Oc1ccc(Br)cc1Br | 11 | / | 17 | -2 | 102 | 31 | 13 | 0 | 102 | 106 | 0.7
COc1cc(C(=S)N2CCOCC2)cc(OC)c1OC(=O)Cc1ccccc1 | 10 | / | 15 | -27 | 98 | 9 | 1 | -4 | 101 | 104 | 0.1

Ordered by length of the SMILES (highest first): 3 of the compounds above
smiles | Avidin bead fluor | Pf gamet viab | GSH fluor | Mcl1-Bid inh | RGS8-Gao reg | Mcl1-Noxa inh | ABCG2 block | Bim-Mcl-1 | RGS4-Gao reg | RGS7-Gao reg | ABCB1 block
CC(C(=O)Nc1ccc(Br)cc1C(=O)c1ccccc1)N1CCOCC1 (stereo unspecified) | 5 | / | 62 | 5 | 100 | 2 | 4 | -7 | 108 | 100 | 1.9
CCOP(=O)(OCC)C(NC(=O)C(C)C)C(Cl)(Cl)Cl (stereo unspecified) | 32 | / | 14 | -31 | 104 | -6 | 1 | -2 | 105 | 102 | 0.7
Oc1c(Br)cc(Br)cc1Oc1ccc(Br)cc1Br | 11 | / | 17 | -2 | 102 | 31 | 13 | 0 | 102 | 106 | 0.7

Later entries.
smiles | Avidin bead fluor | Pf gamet viab | GSH fluor | Mcl1-Bid inh | RGS8-Gao reg | Mcl1-Noxa inh | ABCG2 block | Bim-Mcl-1 | RGS4-Gao reg | RGS7-Gao reg | ABCB1 block
O=c1[nH]c(=O)n(CCc2ccc(F)cc2)c(O)c1C=NCCCn1ccnc1 | 11 | / | 12 | -21 | 102 | 10 | 0 | 2 | 105 | 106 | 0.2
Cc1ccccc1-n1c(C)cc(/C=C2/C(=O)NC(=O)N(Cc3ccco3)C2=O)c1C | 9 | 6 | 13 | -31 | 96 | 6 | 6 | -2 | 98 | 98 | 2.2
CN1C(=O)C(=Cc2ccc(N3CCCCCC3)cc2)C(=O)N(C)C1=O | 4 | -5 | / | -39 | 96 | 7 | / | / | 98 | ? | /
NC(N)=N/N=C/c1cn(-c2ccccc2)nc1-c1cccs1 | 12 | 1 | 13 | 5 | 115 | 26 | 0 | -5 | 119 | 116 | -0.1
COc1ccc(-c2[nH]ncc2CNC(C)Cc2ccsc2)c(F)c1 (stereo unspecified) | 4 | 8 | 10 | -6 | 100 | 3 | 1 | -3 | 102 | 103 | 0.1
O=C(COc1ccc(Cl)cc1)NC1CN2CCC1CC2 (stereo unspecified) | 8 | / | 5 | 0 | 97 | 12 | 0 | 4 | 95 | 91 | 0.1
CN(C)C(=O)Oc1ccc(OC(=O)c2ccccc2)cc1 | 36 | / | 10 | -6 | 98 | -13 | 2 | -3 | 99 | 101 | 0.4
COC(=O)c1cn(C(=O)c2cccc3ccccc23)c2ccccc12 | 7 | 10 | / | -16 | 99 | -11 | / | / | 99 | ? | /
O=c1cccc2n1CC1CC2CN(S(=O)(=O)c2ccc(F)cc2)C1 (stereo unspecified) | 19 | / | 9 | -4 | 100 | -12 | 4 | -1 | 98 | 104 | 0.1
N/C(=N\N=C/c1ccc(-c2ccc(O)c(C(=O)O)c2)o1)N[N+](=O)[O-] | 8 | / | 19 | 24 | 100 | 87* | -2 | -1 | 102 | 102 | -0.5
CCC(N)Cc1c[nH]c2ccccc12 (stereo unspecified) | 14 | / | / | -156 | 101 | 0 | / | / | 104 | ? | /
COc1nc2ccccc2c(=O)n1-c1ccc(Cl)cc1 | 12 | 8 | 13 | -7 | 101 | 9 | 7 | -6 | 103 | 106 | 0.6
CN(C)CC1CSCCC1(O)c1cccc(Cl)c1 (stereo unspecified) | 21 | / | 14 | -17 | 96 | 6 | -1 | -2 | 99 | 101 | -0.5
CCOC(=O)c1ccc(N2C(=O)CC(N3CC=C(c4ccc(F)cc4)CC3)C2=O)cc1 (stereo unspecified) | 8 | / | 28 | -29 | 104 | 31 | 8 | 0 | 101 | 103 | -0.9
CCn1ccnc1CN1CCCC(C(=O)c2cc(Cl)ccc2OC)C1 (stereo unspecified) | 11 | / | 10 | 1 | 99 | 6 | 9 | 2 | 100 | 102 | 0.8
O=Cc1cn(Cc2ccc(F)cc2)c2ccccc12 | 11 | 2 | 10 | -1 | 103 | 13 | 1 | -2 | 104 | 102 | 0.5
COc1ccc(C(CNC(=O)Cc2ccc(Cl)c(Cl)c2)N(C)C)cc1 (stereo unspecified) | 9 | / | 22 | -21 | 99 | 15 | 1 | -3 | 102 | 101 | -0.3
Cc1sc2ncn(CC(=O)NCCCC(=O)N3CCC4(CC3)OCCO4)c(=O)c2c1C | 10 | / | 23 | -10 | 96 | -9 | 1 | 0 | 90 | 88 | 0.4
Cc1c(C(=O)Nc2ccccc2)cc(-c2ccccc2)n1CCCN1CCOCC1 | 6 | 7 | / | -27 | 100 | 12 | / | / | 101 | ? | /
Cc1cc(OC(=O)CCNC(=O)OC(C)(C)C)c2c3c(c(=O)oc2c1)CCC3 | 27 | / | 12 | -47 | 100 | 14 | 13 | 0 | 97 | 102 | 2.7
O=S(=O)(c1ccc(F)cc1)N1CCCC1c1cccnc1 (stereo unspecified) | 3 | -10 | / | -11 | 102 | 4 | / | / | 102 | ? | /
Cn1c(=O)n(C)c2cc([N+](=O)[O-])c(N3CCNCC3)cc21 | 6 | / | 19 | -12 | 100 | 16 | 5 | -1 | 101 | 98 | 0.9
O=C(COC(=O)Cc1ccccc1)NC12CC3CC(CC(C3)C1)C2 | 11 | / | 16 | -25 | 100 | -13 | 3 | -3 | 98 | 100 | 0.8
COP(=O)(OC)C(NC(C)=O)C(Cl)(Cl)Cl (stereo unspecified) | 6 | 15 | 18 | -8 | 105 | 3 | 9 | 0 | 107 | 103 | 1.5
CCC1(CC)C(=O)N(C)C(=O)NC1=NC | 95* | -4 | / | -10 | 108 | 1 | / | / | 196*[activator] | ? | /
Cc1ccc(N=C(N(C)C)P(=O)(N(C)C)N(C)C)cc1 | 20 | -2 | 9 | -9 | 104 | 2 | 1 | 0 | 104 | 104 | 1.1
O=c1[nH]c(=O)n(Cc2ccc(F)cc2)c(O)c1/C=N/Nc1ccccc1 | 9 | -12 | / | -47 | 100 | -13 | / | / | 102 | ? | /
Cc1ccc2c(c1)C1CN(C)CCC1N2C(=S)Nc1cccnc1 (stereo unspecified) | 11 | 11 | 12 | -15 | 101 | 1 | 0 | 1 | 103 | 106 | -0.3
[N-]=[N+]=NC1C[C@H](n2ccc(=O)[nH]c2=O)O[C@@H]1CO (stereo partly specified) | 10 | / | 23 | -7 | 101 | 1 | -1 | 0 | 101 | 103 | -0.3
O=C(c1cccc2ccccc12)C1CCCN(Cc2ccon2)C1 (stereo unspecified) | 6 | 24 | / | -35 | 93 | 1 | / | / | 90 | ? | /
CN(C)C(=O)Oc1ccc(Br)cc1C(=O)Nc1ccc(F)c(Cl)c1 | 7 | 3 | / | -6 | 101 | 12 | / | / | 102 | ? | /
COc1ccc(C(=O)C(C)(C)NO)cc1 | 11 | -2 | 30 | 15 | 100 | 6 | 7 | -4 | 102 | 100 | 1.3
CN1C(=O)C(C2c3ccccc3C(=O)N2Cc2ccc([N+](=O)[O-])cc2)C(=O)N(C)C1=O (stereo unspecified) | 33 | 4 | 27 | -8 | 97 | 25 | 1 | -3 | 102 | 100 | 0.3
CC(C)C(=O)Nc1nnc(CCN(CCc2nnc(NC(=O)C(C)C)s2)[N+](=O)[O-])s1 | 6 | -10 | / | -2 | 99 | -6 | / | / | 97 | ? | /
CN1CCN(c2ccc([N+](=O)[O-])c(N)c2)CC1 | 15 | -38 | 6 | -30 | 102 | 6 | 3 | -5 | 101 | 95 | 0.3
CC(=O)NCC(=O)Nc1ccc(Br)cc1C(=O)c1ccccc1 | 4 | -6 | / | -16 | 100 | 7 | / | / | 97 | ? | /
O=Cc1cn(Cc2ccc(F)cc2Cl)c2ccccc12 | 6 | 13 | 7 | -12 | 105 | 0 | 1 | 2 | 109 | 111 | 0.2
CCc1ccccc1NC(=O)CNCc1ccccc1 | 11 | / | 20 | -8 | 102 | 10 | 3 | 2 | 99 | 101 | 0.3
